S1P4 agonist: human S1P4 receptor agonism. O95977. S1P4-expressing cell line, agonist reporter assay. activation, % at 4.98 µM. 0.35% of 220,000 active; in the data active = activation above about 11%;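 note: 0% = DMSO vehicle and 100% = reference agonist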
Target sequence (O95977 whole entry, looked up): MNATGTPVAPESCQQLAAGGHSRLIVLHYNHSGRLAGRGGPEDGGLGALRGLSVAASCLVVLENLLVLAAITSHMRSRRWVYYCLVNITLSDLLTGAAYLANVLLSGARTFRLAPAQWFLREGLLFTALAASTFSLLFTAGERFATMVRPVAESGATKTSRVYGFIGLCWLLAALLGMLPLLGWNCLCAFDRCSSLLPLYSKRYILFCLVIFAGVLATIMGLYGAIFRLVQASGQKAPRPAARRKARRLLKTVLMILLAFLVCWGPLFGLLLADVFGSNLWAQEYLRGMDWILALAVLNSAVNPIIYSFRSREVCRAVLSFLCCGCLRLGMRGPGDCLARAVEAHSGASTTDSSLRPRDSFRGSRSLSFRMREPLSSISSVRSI
S1P4 antagonist: antagonists of human S1P4 receptor | inhibition, % at 4.98 µM | S1P4-expressing cells, antagonist mode, reporter read-out | O95977 | 0.26% of 220,000 active; in the data active = inhibition above about 29%;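 note: 0% = wells stimulated with agonist and 100% = vehicle wells without agonist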
PERK inh: blocks human PERK kinase | Q9NZJ5 | CHO PERK-DD fusion, SEAP luminescence translation reporter | inhibition, % at 5.6 µM | 0.17% of 220,000 active;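 active = inhibition above the mean inhibition of all tested compounds plus 3 SD, set separately per screening campaign, cut at about 2.9% in these data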;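 note: PERK kinase domain activated by AP20187 dimerizer at 100 nM; 0% = DMSO with dimerizer and 100% = rapamycin at 8.4 µM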
MDM2 E3 inh: Mdm2 E3 ligase (human) inhibition; Q00987; cell-based MDM2 ubiquitination luciferase reporter, 2 h; 0 = plate control, 100 = twice control, blank-subtracted; signal enhancement, % at 5 µM; 0.11% of 210,000 active; AID 1230;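 active = signal enhancement of 30% or more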;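 note: luminescence tracks abundance of the self-degrading MDM2-luciferase fusion protein; higher signal means inhibition of MDM2 E3 ligase activity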
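System: stable MDM2–luciferase fusion reporter cells / Input: 2000 cells seeded into each well / Schedule: 4 h settle plus 2 h compound, 37 °C / Compound: single-point 5 µM / Buffer or medium: cells held in DMEM / Benchmarks: control and blank well means / Evaluation: percent signal gain over controls, blank-subtracted / Measured by: luciferase luminescence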
BaF3 tox: parental Ba/F3 viability inhibition as JAK2V617F counter-screen; CellTiter-Glo ATP luminescence; AID 1486; 1.1% of 220,000 active; inhibition, % at 5.6 µM;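 active = inhibition above a per-campaign cutoff, the mean inhibition of all tested compounds plus 3 SD, cut at about 27% in these data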;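 note: 0% = DMSO wells and 100% = JAK Inhibitor I control wells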
Ba/F3 V617F tox: lowers viability of Ba/F3 cells expressing EpoR and JAK2V617F; inhibition, % at 5.6 µM; ATP luminescence; 1.1% of 220,000 active;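 active = inhibition above the campaign mean plus 3 SD over all tested compounds, cut at about 24% in these data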;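 note: cytokine-independent growth of Ba/F3 cells driven by EpoR plus mutant JAK2; 0% = DMSO-treated cells and 100% = JAK inhibitor I control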
eIF4E 4G PPI: inhibitors of eIF4E and eIF4G interaction in translation initiation; P63073+Q04637; TR-FRET eIF4E-eIF4GI(517-606) binding, 2 h; inhibition, % at 21.7 µM; 0.37% of 220,000 active; AID 782;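 active = inhibition above about 30%, limit read from the data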;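 note: 0% = full FRET control wells and 100% = background wells lacking eIF4GI fragment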
NPY2 pot ag: potentiates or activates human NPY-Y2 receptor; 0.45% of 220,000 active; cells expressing NPY-Y2, potentiator/agonist read-out; activation, % at 3.6 µM; in the data active = activation above about 27%;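 note: cells stimulated with NPY near EC25 plus isoproterenol at EC100; 0% = vehicle plus submaximal agonist and 100% = vehicle plus saturating agonist; some results beyond the cut were filed as inactive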
Wee1 degr inh: human Wee1 degradation inhibition, primary screen; P30291; reporter increase, % at 5 µM; HeLa Luc-Wee1K328M stability, luciferase luminescence; 100% = proteasome inhibitor MG132 effect; 1.2% of 220,000 active;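 active = activation above the mean of all tested compounds plus 3 SD, set per screening run, cut at about 8.8% in these data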;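 note: cells exposed to compound for 20 h before luminescence read; 0% = DMSO alone and 100% = MG132 at 30 µM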
Target sequence (P30291 whole entry K328M): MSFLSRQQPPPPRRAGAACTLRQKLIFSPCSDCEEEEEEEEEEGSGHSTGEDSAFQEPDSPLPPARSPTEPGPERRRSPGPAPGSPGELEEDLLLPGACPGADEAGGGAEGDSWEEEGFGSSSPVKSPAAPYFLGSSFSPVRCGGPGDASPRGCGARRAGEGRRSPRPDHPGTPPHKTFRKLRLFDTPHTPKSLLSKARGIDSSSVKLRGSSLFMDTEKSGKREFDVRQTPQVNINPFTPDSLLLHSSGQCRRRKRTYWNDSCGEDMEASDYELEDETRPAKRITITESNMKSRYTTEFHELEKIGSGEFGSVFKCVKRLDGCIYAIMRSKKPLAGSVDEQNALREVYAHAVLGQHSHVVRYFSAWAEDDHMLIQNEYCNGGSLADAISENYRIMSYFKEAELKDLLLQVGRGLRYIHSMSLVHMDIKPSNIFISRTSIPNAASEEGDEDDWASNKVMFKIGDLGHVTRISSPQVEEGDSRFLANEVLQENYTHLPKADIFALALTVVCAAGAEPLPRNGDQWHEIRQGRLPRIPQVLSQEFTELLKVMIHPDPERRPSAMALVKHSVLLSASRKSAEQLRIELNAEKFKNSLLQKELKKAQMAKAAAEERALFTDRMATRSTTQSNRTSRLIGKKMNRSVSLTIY
* = called active by the depositor; & = joins results of further samples; [ ] = remark or other dose. An unsorted share of the library. About 4.1% of those tested had a hit in this group.

What do the screens show for `Cc1ccc(C(=O)NNC(=O)CCN2C(=O)C3CCCCC3C2=O)cc1` (centres undefined)?
S1P4 agonist: -2.1; S1P4 antagonist: -11.4; PERK inh: 0.9; MDM2 E3 inh: -9.5; BaF3 tox: 1.1; Ba/F3 V617F tox: -2.3; eIF4E 4G PPI: -0.6[fluorescence artefact?]; NPY2 pot ag: 16.2; Wee1 degr inh: 1.1

Results for CCNC(=S)NN(c1ccccc1)c1ccccc1 ?
S1P4 agonist: -0.2; S1P4 antagonist: 2.4; PERK inh: -1.2; MDM2 E3 inh: -3.0; BaF3 tox: 1.7; Ba/F3 V617F tox: 4.6; eIF4E 4G PPI: 2.8; NPY2 pot ag: -0.4; Wee1 degr inh: -2.9

Results for O=C(NCc1cccnc1)C1c2ccccc2C(=O)N1C1CCCCCC1 (centres undefined) ?
S1P4 agonist: 3.0; S1P4 antagonist: -13.2; PERK inh: -1.0; MDM2 E3 inh: -7.9; BaF3 tox: -0.3; Ba/F3 V617F tox: -1.8; eIF4E 4G PPI: -4.0; NPY2 pot ag: -11.8; Wee1 degr inh: -1.1

Results for O=C(Oc1cccc2cccnc12)c1ccco1 ?
S1P4 agonist: 1.4; S1P4 antagonist: -2.3; PERK inh: 0.1; BaF3 tox: 3.9; Ba/F3 V617F tox: 2.1; eIF4E 4G PPI: -1.0[fluorescence artefact?]; NPY2 pot ag: 0.4; Wee1 degr inh: -1.0

Results for CNC(=O)CCc1ccc(OC)cc1 ?
S1P4 agonist: 2.4; S1P4 antagonist: -11.5; PERK inh: -0.6; MDM2 E3 inh: -29.1; BaF3 tox: -1.0; Ba/F3 V617F tox: -1.6; eIF4E 4G PPI: -4.5; NPY2 pot ag: 10.7; Wee1 degr inh: -0.7

What do the screens show for `Cc1ccccc1-c1ccc(=O)n(CC(=O)Nc2ccc(S(=O)(=O)N(C)C)cc2)n1`?
S1P4 agonist: 1.1; S1P4 antagonist: -19.4; PERK inh: 0.6; MDM2 E3 inh: -9.7; BaF3 tox: 7.1; Ba/F3 V617F tox: -0.1; eIF4E 4G PPI: 1.4; NPY2 pot ag: 5.6; Wee1 degr inh: 1.2

What do the screens show for `Cc1cc(SCC#N)nc2ccccc12`?
S1P4 agonist: 2.1; S1P4 antagonist: -14.1; PERK inh: -0.1; MDM2 E3 inh: -1.9; BaF3 tox: 5.5; Ba/F3 V617F tox: 2.7; eIF4E 4G PPI: 0.7; NPY2 pot ag: -15.7; Wee1 degr inh: -2.5

How did CCn1c(C(C#N)/C(=N\S(=O)(=O)c2cccs2)c2ccccc2)nc2ccccc21 (centres undefined) do in these assays?
S1P4 agonist: -0.5; S1P4 antagonist: 4.5; PERK inh: 0.3; MDM2 E3 inh: -13.1; BaF3 tox: 2.4; Ba/F3 V617F tox: -4.5; eIF4E 4G PPI: 1.5[fluorescence artefact?]; NPY2 pot ag: -0.7; Wee1 degr inh: 1.2

What do the screens show for `CC(=O)c1cc2c(cc1NS(=O)(=O)c1ccc3c(c1)OCCO3)OCO2`?
S1P4 agonist: -0.3; S1P4 antagonist: -36.6; PERK inh: 0.2; MDM2 E3 inh: -10.5; BaF3 tox: 3.9; Ba/F3 V617F tox: -0.7; eIF4E 4G PPI: -4.6; NPY2 pot ag: 17.4; Wee1 degr inh: 1.8

Results for Cc1oc2c(c1C(=O)NCCCC(=O)O)CCCC2 ?
S1P4 agonist: -3.0; S1P4 antagonist: -29.2; PERK inh: 0.6; MDM2 E3 inh: -3.6; BaF3 tox: 1.9; Ba/F3 V617F tox: -1.9; eIF4E 4G PPI: 2.0; NPY2 pot ag: -3.5; Wee1 degr inh: 3.9

Results for NC(=O)C1CCN(CC(=O)NC(=O)NC2CCCC2)CC1 ?
S1P4 agonist: 1.2; S1P4 antagonist: -0.1; PERK inh: 1.1; MDM2 E3 inh: -23.9; BaF3 tox: 0.7; Ba/F3 V617F tox: -3.1; eIF4E 4G PPI: 3.2; NPY2 pot ag: 6.0; Wee1 degr inh: 1.8

How did O=C(Nc1ccc2[nH]ccc2c1)c1ccc(F)cc1 do in these assays?
S1P4 agonist: -0.8; S1P4 antagonist: 3.1; PERK inh: 1.1; MDM2 E3 inh: -67.3; BaF3 tox: -3.0; Ba/F3 V617F tox: -2.2; eIF4E 4G PPI: -4.0; NPY2 pot ag: 7.9; Wee1 degr inh: -3.3

What do the screens show for `O=C(OCc1nnc(-c2ccccc2)o1)C1CC(=O)N(Cc2ccco2)C1` (centres undefined)?
S1P4 agonist: 1.6; S1P4 antagonist: -17.7; PERK inh: 0.3; MDM2 E3 inh: -14.7; BaF3 tox: 2.5; Ba/F3 V617F tox: 5.1; eIF4E 4G PPI: 0.9; NPY2 pot ag: -7.8; Wee1 degr inh: -1.9

What do the screens show for `Cn1cc(C(=O)N/N=C/c2cc(Br)cs2)c2ccccc21`?
S1P4 agonist: 1.0; S1P4 antagonist: 0.6; PERK inh: 0.7; MDM2 E3 inh: -8.1; BaF3 tox: 3.0; Ba/F3 V617F tox: -2.1; eIF4E 4G PPI: 0.8; NPY2 pot ag: -6.7; Wee1 degr inh: 4.3

How did Cc1nc(SCC(=O)Nc2c(C)n(C)n(-c3ccccc3)c2=O)[nH]c(=O)c1C do in these assays?
S1P4 agonist: 2.5; S1P4 antagonist: -11.4; PERK inh: 1.0; BaF3 tox: 1.5; Ba/F3 V617F tox: -1.7; NPY2 pot ag: 4.7; Wee1 degr inh: -3.1

How did O=C(O)c1ccc(-n2nc(C(F)(F)F)c3c2CCCC3)cc1 do in these assays?
S1P4 agonist: 2.4&-2.0; S1P4 antagonist: -5.3&-23.2; PERK inh: -1.1&-1.1; MDM2 E3 inh: -5.7&-5.1; BaF3 tox: 11.2&-5.9; Ba/F3 V617F tox: 4.3&-4.0; eIF4E 4G PPI: 1.9&2.5; NPY2 pot ag: -4.3&-5.4; Wee1 degr inh: 1.4&-1.1

How did O=c1nc(NC2CCCC2)ccn1Cc1cccc(Br)c1 do in these assays?
S1P4 agonist: -1.6; S1P4 antagonist: -23.1; PERK inh: 0.6; MDM2 E3 inh: -0.2; BaF3 tox: 7.1; Ba/F3 V617F tox: 0.8; eIF4E 4G PPI: 7.4; NPY2 pot ag: 6.3; Wee1 degr inh: 5.5

What do the screens show for `COc1cc(CN2CCNC(=O)C2CC(=O)N(Cc2nccn2C)C(C)C)cc(OC)c1` (centres undefined)?
S1P4 agonist: -0.8; S1P4 antagonist: 2.9; PERK inh: 0.9; MDM2 E3 inh: 3.8; BaF3 tox: 1.0; Ba/F3 V617F tox: -2.6; eIF4E 4G PPI: -1.5; NPY2 pot ag: 1.4; Wee1 degr inh: -1.2

What do the screens show for `CC(C)(C)NC(=O)c1cnn(-c2ccccc2)c1NC(=O)c1ccccc1`?
S1P4 agonist: 2.2; S1P4 antagonist: -1.0; PERK inh: -1.8; MDM2 E3 inh: -7.6; BaF3 tox: 4.0; Ba/F3 V617F tox: -2.4; eIF4E 4G PPI: 3.6[fluorescence artefact?]; NPY2 pot ag: -1.5; Wee1 degr inh: -0.2

What do the screens show for `C/[N+]([O-])=C\C1C(=O)CC(C)(C)CC1=O`?
S1P4 agonist: -0.2; S1P4 antagonist: -11.0; PERK inh: -0.3; MDM2 E3 inh: -17.9; BaF3 tox: 1.3; Ba/F3 V617F tox: -4.2; eIF4E 4G PPI: 0.6; NPY2 pot ag: 7.3; Wee1 degr inh: 0.1

How did CC1(C)CC(=O)C(C=NCC2CCNCC2)=C(O)C1 do in these assays?
S1P4 agonist: -0.9; S1P4 antagonist: 9.6; PERK inh: -0.1; MDM2 E3 inh: -16.5; BaF3 tox: 2.0; Ba/F3 V617F tox: 2.8; eIF4E 4G PPI: 5.6; NPY2 pot ag: 12.3; Wee1 degr inh: 0.5

How did O=[N+]([O-])c1ccc(COc2cccnc2)cc1 do in these assays?
S1P4 agonist: 1.4; S1P4 antagonist: -7.3; PERK inh: 0.1; MDM2 E3 inh: -6.2; BaF3 tox: 5.9; Ba/F3 V617F tox: 3.0; eIF4E 4G PPI: -0.8; NPY2 pot ag: 3.1; Wee1 degr inh: 4.4

How did COC(=O)CSc1nc(-c2ccccc2)c2c(c1C#N)CCCC2 do in these assays?
S1P4 agonist: 0.4; S1P4 antagonist: 1.8; PERK inh: 0.0; MDM2 E3 inh: -3.1; BaF3 tox: 0.1; Ba/F3 V617F tox: -2.1; eIF4E 4G PPI: -6.5; NPY2 pot ag: -6.4; Wee1 degr inh: -0.1

What do the screens show for `CCCN(c1ccc(C(C)C)cc1)S(=O)(=O)c1c(C)[nH]c(=O)[nH]c1=O`?
S1P4 agonist: -1.1; S1P4 antagonist: 7.7; PERK inh: 0.5; MDM2 E3 inh: -12.8; BaF3 tox: 3.5; Ba/F3 V617F tox: 0.0; eIF4E 4G PPI: 8.0[fluorescence artefact?]; NPY2 pot ag: 9.4; Wee1 degr inh: -2.9

How did COc1ccc(Cn2nnnc2C(c2ccccc2Cl)N2CCC(C(N)=O)CC2)cc1 (centres undefined) do in these assays?
S1P4 agonist: 0.5; S1P4 antagonist: -12.3; PERK inh: -0.2; MDM2 E3 inh: -0.1; BaF3 tox: 1.5; Ba/F3 V617F tox: -2.7; eIF4E 4G PPI: 0.3; NPY2 pot ag: -6.0; Wee1 degr inh: 0.9

How did COc1ccc(OC)c(NC=C2C(=O)OC3(CCCCC3)OC2=O)c1 do in these assays?
S1P4 agonist: 3.6; S1P4 antagonist: 32.3*; PERK inh: -0.6; MDM2 E3 inh: -13.6; BaF3 tox: 10.3; Ba/F3 V617F tox: 5.5; eIF4E 4G PPI: 7.0[fluorescence artefact?]; NPY2 pot ag: -20.0; Wee1 degr inh: -0.8

What do the screens show for `O=C(NCCO)C(O)C(O)C(=O)NCCO` (centres undefined)?
S1P4 agonist: 0.9; S1P4 antagonist: -13.6; PERK inh: 1.3; MDM2 E3 inh: -8.4; BaF3 tox: 2.1; Ba/F3 V617F tox: -2.4; eIF4E 4G PPI: 4.6; NPY2 pot ag: 0.4; Wee1 degr inh: -0.9

How did CN(C(=O)C1CCCO1)c1nnc(-c2cnccn2)s1 (centres undefined) do in these assays?
S1P4 agonist: -0.2; S1P4 antagonist: 7.0; PERK inh: -0.2; MDM2 E3 inh: -9.0; BaF3 tox: 6.4; Ba/F3 V617F tox: 1.8; eIF4E 4G PPI: 5.8; NPY2 pot ag: -1.3; Wee1 degr inh: -1.5

What do the screens show for `CCN(CC)C(=O)c1ccccc1NC(=O)c1ccccc1SC`?
S1P4 agonist: -1.2; S1P4 antagonist: 4.7; PERK inh: 0.6; MDM2 E3 inh: -16.8; BaF3 tox: 5.9; Ba/F3 V617F tox: -0.3; eIF4E 4G PPI: 1.8; NPY2 pot ag: -15.9; Wee1 degr inh: -3.6

Results for O=C(N/N=C/c1ccc(Br)cc1)c1ccccc1-n1cccc1 ?
S1P4 agonist: -2.8; S1P4 antagonist: -15.4; PERK inh: 0.9; MDM2 E3 inh: -3.0; BaF3 tox: 8.1; Ba/F3 V617F tox: -0.9; eIF4E 4G PPI: -9.8; NPY2 pot ag: -4.6; Wee1 degr inh: 2.1
